PGE2 EP2 inh: blocks the human prostaglandin E2 receptor EP2; P43116; inhibition, % at 25 µM; C6 glioma cells expressing human EP2, cAMP TR-FRET; cells stimulated with saturating PGE2; actives 0.52% (n = 260,000);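 active means percent inhibition above 40 after rounding to a whole number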;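 further: rat C6 glioma host cells with rolipram phosphodiesterase inhibitor present; the protocol text gives 20 µM as final concentration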
Target sequence (P43116 whole entry, looked up): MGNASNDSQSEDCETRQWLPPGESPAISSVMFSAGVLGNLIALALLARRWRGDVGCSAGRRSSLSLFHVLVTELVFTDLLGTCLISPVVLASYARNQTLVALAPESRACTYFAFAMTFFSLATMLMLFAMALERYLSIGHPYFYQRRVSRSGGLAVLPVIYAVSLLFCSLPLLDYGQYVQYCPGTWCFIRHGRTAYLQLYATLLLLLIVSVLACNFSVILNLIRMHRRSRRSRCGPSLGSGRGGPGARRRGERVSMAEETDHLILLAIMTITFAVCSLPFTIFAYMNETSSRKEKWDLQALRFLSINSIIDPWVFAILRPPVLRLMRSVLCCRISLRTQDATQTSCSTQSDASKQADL
Hck Nef HTS: inhibitors of human Hck kinase activated by Nef; P08631; Recombinant Hck-YEEI plus Nef, Z-Lyte FRET kinase assay; inhibition, % at 20 µM; actives 0.68% (n = 220,000); AID 463187;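 active means Hck-Nef kinase inhibition above about 50%, limit read from the data; inactive means inhibition below that limit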;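 further: 0% = DMSO with Hck plus Nef and 100% = Hck alone without Nef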
Target sequence (P08631 whole entry, looked up): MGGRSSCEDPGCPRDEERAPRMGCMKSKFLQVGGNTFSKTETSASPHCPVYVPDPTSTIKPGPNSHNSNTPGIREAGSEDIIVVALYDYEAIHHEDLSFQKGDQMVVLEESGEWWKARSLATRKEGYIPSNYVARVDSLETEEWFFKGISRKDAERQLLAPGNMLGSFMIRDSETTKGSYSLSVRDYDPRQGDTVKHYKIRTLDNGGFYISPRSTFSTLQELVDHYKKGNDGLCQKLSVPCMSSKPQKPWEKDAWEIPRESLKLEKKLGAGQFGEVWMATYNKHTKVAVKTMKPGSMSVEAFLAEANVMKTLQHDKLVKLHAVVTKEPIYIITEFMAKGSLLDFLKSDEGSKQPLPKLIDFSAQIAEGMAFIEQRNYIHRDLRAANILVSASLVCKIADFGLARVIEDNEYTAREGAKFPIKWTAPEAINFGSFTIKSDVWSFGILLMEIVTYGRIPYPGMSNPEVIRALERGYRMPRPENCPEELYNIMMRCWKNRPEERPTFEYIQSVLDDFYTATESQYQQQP
Tb hexokinase: blocks Trypanosoma brucei hexokinase 1 activity | recombinant TbHK1, G6PDH-coupled NADH A340 | inhibition, % at 10 µM | actives 0.11% (n = 220,000) | AID 1430;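 active means inhibition of 50% or more in the single-dose primary screen; inactive means inhibition below 50%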
14-3-3 Bad inh: disrupts binding of bovine 14-3-3 zeta to phospho-Bad peptide. P63103. TR-FRET 14-3-3zeta/Dy647-pBad peptide displacement, 1 h. inhibition, % at 21.7 µM. actives 0.71% (n = 220,000). AID 781;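 active means inhibition above about 70%, limit read from the data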;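 further: 0% = full 14-3-3 plus peptide FRET controls and 100% = background without 14-3-3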
Rad51 HR inh: blocks human Rad51 in homologous recombination; Q06609; hRad51 DNA strand exchange, fluorescence dequenching; inhibition, % at 10 µM; actives 0.085% (n = 200,000); AID 1385;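 active means inhibition above 40% at the single screening dose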;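 further: 0% = DMSO control wells and 100% = blanks with heterologous ssDNA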
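Test system – preformed human Rad51 ssDNA filaments · Reagent – Donor/quencher-labelled 47-bp dsDNA substrate · Incubation – 37 °C 15-min filament assembly, 30-min compound preincubation, 15-min exchange · Signal – FRET fluorescence dequenching, excitation 485 nm, emission 520 nm · Read-out – percent inhibition from fluorescence, normalised to plate control and blank means · Benchmarks – plate control and blank wells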
zVAD death inh: L929 zVAD cell death inhibition; L929 zVAD necroptosis rescue, ATP luminescence, 24 h; with zVAD 60 µM; viability rescue, % at 10 µM; actives 0.38% (n = 220,000);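 active means activation, scaled between plate controls, above about 75%, limit read from the data; inactive means activation under that limit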;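 further: 0% = zVAD with DMSO and 100% = DMSO alone without zVAD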
EP2 modulator: modulates human prostaglandin E2 receptor EP2 signaling; AID 940; P43116; EP2-expressing cells, cAMP HTRF FRET, PGE2 co-stimulation; induction, % at 25 µM; actives 0.83% (n = 260,000);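 active means compounds whose cAMP rise, as percent of the full-agonist control response, exceeds 60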;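 further: rat C6 glioma line stably carrying human EP2 under a CMV promoter; the protocol text gives 20 µM as final concentration; 100% = response of wells given 1 µM PGE2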
m-calpain inh: blocks pig calpain II enzyme activity. purified calpain II, fluorogenic peptide substrate, 30 min. inhibition, % at 16 µM. actives 0.37% (n = 220,000);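 active means inhibition above about 50%, limit read from the data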
eIF4E 4G PPI: eIF4E/eIF4G interaction inhibition in translation initiation | actives 0.37% (n = 220,000) | P63073+Q04637 | TR-FRET eIF4E-eIF4GI(517-606) binding, 2 h | inhibition, % at 21.7 µM;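 active means inhibition above about 30%, limit read from the data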;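 further: 0% = full FRET control wells and 100% = background wells lacking eIF4GI fragment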
Active calls of the source: *; . = not tested or not shown; & = joins results of further samples; [ ] = another dose, or the depositor's remark. Only part of the results is shown (hit frequency here may not be typical).

smiles,Rad51 HR inh,zVAD death inh,14-3-3 Bad inh,m-calpain inh,eIF4E 4G PPI,Hck Nef HTS,EP2 modulator,PGE2 EP2 inh,Tb hexokinase
COc1ccc(C(=O)NCc2nnc(SCC(=O)Nc3nnc(C)s3)o2)cc1,-2.9,0.6,-9.2,1.0,-0.5,6.6,27.1,8.7,-3.7
CCOC(=O)c1sc2nc(C)[nH]c(=S)c2c1C,16.8,0.7,-15.1,-9.1,0.3,26.8,20.4,18.8,-7.3
CCCNC(=O)C1CCN(c2ccc(S(=O)(=O)N3CCOCC3)cc2Cl)CC1,2.9,-0.9,5.8,-12.5,0.6[fluorescence artefact?],-10.0,14.2,2.8,5.0
C=CCn1c(SCc2c(C)noc2C)nc2sc3c(c2c1=O)CCCC3,-2.8,-0.3,17.2,18.2,-4.4,0.0,6.3,3.9,1.8
CSc1ccccc1NC(=S)N/N=C/c1cccn1Cc1cccc(C)c1,.,-1.4,-17.9,1.4,1.6,6.4,5.1,1.9,-12.4
Cc1sc2ncn(CC(=O)NCCCC(=O)N3CCN(c4ncccn4)CC3)c(=O)c2c1C,-6.2,-0.1,-3.5,-35.1,-2.0,0.8,-13.7,7.4,3.0
CC(C)OC(=O)CSc1nc(C(C)C)nc2ccccc12,2.3,0.4,-0.5,23.9,-3.7,25.3,47.6&35.5,15.4&7.5,4.0
Nc1cc(=O)[nH]c(SCc2cccc(Cl)c2)n1,-1.3,0.4,1.5,11.1,4.0,-3.8,8.2,-5.5,-2.4
CSc1nc(Cl)cc(Nc2ccc(O)cc2)n1,8.5,1.8,-22.1,-25.6,-0.6,23.4,-10.1,3.4,0.3
Cc1sc2ncn(CC(=O)NCC(=O)N(C)Cc3ccccc3)c(=O)c2c1C,-3.4,-0.2,7.7,1.5,-3.1,-1.6,18.6,-1.1,-4.7
O=C(Cc1c(C(=O)O)[nH]c2ccc(Cl)cc12)Nc1ccc2c(c1)OCCO2,-68.9,-0.4,-10.4,0.6,3.7,7.9,-14.3,13.6,7.7
CCCNC(=O)c1ccccc1NC(=O)C1COc2ccccc2O1 (stereo not drawn),3.7,0.3,2.5,-11.5,-1.3,0.0,3.0,12.7,2.6
Nc1nc(-c2cccnc2)nn1C(=O)c1ccc(Cl)cc1,-5.8,1.0,-7.8,-19.9,-2.8,-26.8,24.4,0.8,-9.4
O=C(Cc1ccccc1)c1c[nH]c(C(=O)O)c1,-10.5,-3.4,-0.2,11.7,-0.5,14.8,7.3,2.1,7.9
Cc1ccc(C(=O)Oc2ccccc2N2CCOCC2)cc1,3.6,0.1,-2.3,6.4,3.1,23.3,28.1,6.8,-2.6
Cc1ccc(-c2noc(CSc3nnc(Cc4cccs4)n3-c3ccccc3)n2)cc1,1.6,0.6,-1.9,12.7,2.2,14.3,-0.8,11.3,11.0
O=C(NCc1ccccc1)NC1(C(=O)Nc2ccc3c(c2)OCCO3)CCCCC1,-0.2,0.6,8.1,-2.9,-10.6,2.1,-8.9,6.0,1.4
CCOC(=O)c1c(NC(=O)C2(C)Cc3ccccc3C(=O)O2)sc2c1CCCC2 (stereo not drawn),-20.6,2.5,1.6,-16.1,-0.4,3.6,23.7,16.0,-7.5
Cc1occc1-c1nnc(SCC(=O)N2CCN(c3ccc(F)cc3)CC2)n1C,2.2,0.3,-5.5,-3.3,5.1,7.7,-6.6,9.3,7.4
Cc1ccc(/C=C/S(=O)(=O)NCc2ccc(F)cc2)cc1,7.8,2.6,-10.7,-27.7,-2.3,23.1,-9.1,4.7,-3.0
CCOC1(OCC)C(c2ccc(N)cc2)C(C#N)(C#N)C1(OCC)OCC (stereo not drawn),-2.1,-0.2,7.9,12.0,8.2,2.0,76.2*,6.5,1.8
CSc1cccc(NC(=O)CN2C(=O)c3ccccc3S2(=O)=O)c1,10.1,0.7,8.5,-11.4,-3.4,17.4,-24.4&-86.3,18.9&10.4,1.7
CC(C)(C)Nc1nc2cc([N+](=O)[O-])ccc2o1,-2.5,0.9,-4.8,8.7,0.5,10.8,-55.9,11.2,-20.7
COc1cc(C(=O)NCCc2ccc(S(=O)(=O)N3CCCC3)cc2)cc(OC)c1OC,-2.6,3.4,-2.8,3.0,-3.0,19.4,-16.3,5.0,-3.9
CCCS(=O)(=O)C(=C(Nc1ccc(OC)cc1)Nc1ccc(OC)cc1)S(=O)(=O)CCC,.,0.1,-1.9,16.2,-0.6,-0.3,32.2,11.2,-18.3
O=C(N/N=C/c1cc(Br)ccc1O)C(=O)Nc1ccccc1OC(F)(F)C(F)F,.,53.3,17.4,11.2,-1.2,-2.0,-2.1,9.9,12.4
Cc1ccc(/C=C/C(=O)Nc2ccc(Oc3ccccc3)cc2)o1,-5.7,0.8,-8.5,22.9,12.5,36.4,-48.2,3.2,-15.1
Cc1cc(C)cc(N(CC(=O)NC(C)(C)C)C(=O)CNC(=O)c2cccs2)c1,1.5,6.3,-3.4,6.3,-1.4,19.9,19.5,8.5,3.3
COc1ccc(C(=O)NC2CCN(C(=O)Nc3ccccc3Cl)CC2)cc1,-1.0,-0.7,-1.6,-0.6,2.8,18.0,-38.4,6.2,-3.3
COC(=O)Cn1nnc2c(cnn2-c2ccccc2)c1=O,-1.0,10.0,-5.9,-34.3,1.7,20.4,33.4,8.9,-5.0
COc1ccccc1/C=C/C1C(C(=O)OCC(C)C)=C(C)N=C2SCCC(=O)N21 (stereo not drawn),8.8,2.3,-8.1,13.6,0.7,25.3,51.2,0.2,-16.4
CC(C)C(=O)Nc1cc(C(F)(F)F)ccc1-n1ccnc1,4.1,0.9,4.2,-26.9,-0.1,-5.9,17.5,6.3,-6.9
COc1ccc(C2(C#N)CCC(=O)N2c2ccccc2)cc1 (stereo not drawn),9.8,-0.1,5.6,-14.1,-0.1,21.0,7.0,8.9,-3.9
C=CCNC(=O)C(=O)c1c(-c2ccccc2)[nH]c2ccccc12,-0.1,.,-6.2,23.7,0.6[fluorescence artefact?],-10.0,-6.6,9.1,-16.1
CCOC(=O)C1=C(c2ccccc2)NC(SCC(=O)Nc2ccccc2C)=C(C#N)C1c1ccco1 (stereo not drawn),0.3,-0.1,-71.9[fluorescence artefact?],-221.7,-17.1,-0.2,31.0,15.0,0.2
CN(C)c1ccc(NC(=O)COC(=O)CCC(=O)c2ccc(F)cc2)cc1,-4.5,-0.3,3.9[fluorescence artefact?],-6.0,-4.7,2.5,2.2,8.2,-1.0
COc1ccc(C2=NN(CC(=O)NCc3ccco3)C(=O)CC2)cc1,.,-0.2,-5.3,6.5,2.8[fluorescence artefact?],-0.2,-26.3,3.2,-3.5
Cc1ccc(-c2c(C(=O)NCc3ccc(F)cc3)oc(=O)c3ccccc23)cc1,-8.5,0.2,-5.6,31.3,-8.0[fluorescence artefact?],-1.3,41.0,5.7,38.6
CC(Sc1nnc(Nc2ccccc2)s1)C(=O)NC1CCCc2ccccc21 (stereo not drawn),19.2,0.1,-5.7,0.6,1.7,-12.3,-27.0,13.1,-0.5
CC(C)c1ccc(O)c(NC(=O)c2cccnc2)c1,-7.4,0.7,-10.5,11.4,-1.1,0.0,-1.6,8.3,-6.4
Cc1ccc(C)c(NC(=O)CSc2nnc(Cc3cccn3C)n2-c2ccc(F)cc2)c1,-5.9,-1.1,6.2[fluorescence artefact?],-2.6,1.3,-5.9,26.2,3.0,0.6
Cc1ccc(-c2nc3ccccc3n3nnnc23)cc1,14.6,-0.2,-3.7,-114.5,-8.2,-10.5,29.6,9.8,-10.7
CCCCN(C)C(=O)C1CCN(CCCc2ccccc2)CC1,.,0.1,79.6*,18.0,16.9[fluorescence artefact?],1.5,1.6,.,3.8
COc1cc(OC)nc(-n2ncc(Br)c(Br)c2=O)n1,-0.7,51.3,-4.5,-0.4,14.5,6.5,-16.0,15.3,-9.5
COc1ccc(OC)c(NC(=O)CSc2nnc(CNc3ccc(C)cc3C)o2)c1,5.1,0.1,-5.6,17.9,8.6,0.9,-27.6,3.6,4.6
Cc1nc2ccc(N=NN(C)C)cc2[nH]1,-5.2,0.8,-49.8,-5.1,-2.9,-40.2,0.6,10.2,3.3
COc1ccc(N(C)C(=O)c2oc(=O)c3ccccc3c2-c2ccccc2)c(OC)c1,18.8,-0.7,-5.3,-2.4,2.4,12.4,-9.5,9.8,-6.8
CC(=O)c1c(C)[nH]c(C(=O)CSc2nnc(C)s2)c1C,-13.9,1.0,-4.6,2.1,3.0,-15.0,-31.8,7.2,1.8

Grouped by structure: the entries above with bromine
smiles,Rad51 HR inh,zVAD death inh,14-3-3 Bad inh,m-calpain inh,eIF4E 4G PPI,Hck Nef HTS,EP2 modulator,PGE2 EP2 inh,Tb hexokinase
O=C(N/N=C/c1cc(Br)ccc1O)C(=O)Nc1ccccc1OC(F)(F)C(F)F,.,53.3,17.4,11.2,-1.2,-2.0,-2.1,9.9,12.4
COc1cc(OC)nc(-n2ncc(Br)c(Br)c2=O)n1,-0.7,51.3,-4.5,-0.4,14.5,6.5,-16.0,15.3,-9.5

More records
smiles,Rad51 HR inh,zVAD death inh,14-3-3 Bad inh,m-calpain inh,eIF4E 4G PPI,Hck Nef HTS,EP2 modulator,PGE2 EP2 inh,Tb hexokinase
CCOC(=O)N1CCN(C(=O)CCCN2C(=O)CSc3nc(C)cc(C)c32)CC1,1.2,2.4,1.3,2.5,-12.4,-2.1,20.0,9.7,-5.6
CC(C)C(NC(=O)CSCc1ccc([N+](=O)[O-])cc1)C(C)C,-1.3,0.3,0.2,9.8,1.7[fluorescence artefact?],3.1,-2.9,5.6,-2.8
CCc1cccc(NC(=O)CCCCCC2NC(=O)NC2C)c1 (stereo not drawn),18.6,0.1,-13.4,-2.4,-0.1,12.3,-9.8,9.4,-1.2
O=c1[nH]c(Cc2ccccn2)nc2scc(-c3ccccc3Cl)c12,-33.4,1.1,-3.9,-40.8,-1.7,-8.0,29.1,0.7,-3.6
N/C(=N\OC(=O)CCC1CCCC1)c1ccccc1,23.9,0.1,-9.1,-5.5,-5.8,-2.4,-8.1,10.0,-0.5
O=C1C(Cc2ccccc2)NC(=S)N1Cc1ccccc1 (stereo not drawn),-4.3,13.7,-7.0,-2.2,4.0,20.4,25.8,3.8,-11.3
O=C(Nc1ccc(F)cc1)OCCN1CCN(Cc2ccccc2)CCC1=O,-4.4,1.2,-5.9,-14.3,3.9,-2.5,-57.0,11.8,-0.5
COC(=O)c1ccc(Nc2cc(C)nc3ccc(C)cc23)cc1,13.2,-1.2,-5.6,-7.2,-1.1,1.8,-44.0,17.6,-59.6
CCCN(CCC)S(=O)(=O)c1ccc(C(=O)NNc2nc(-c3ccccc3)c3cc(Br)ccc3n2)cc1,14.9,0.2,6.8,-50.4,-6.6,1.0,37.7,5.3,-6.3
Cc1nc2c(ccc3nc(NC(=O)Cc4cccc5ccccc45)sc32)s1,.,.,0.5,-46.6,3.4,-2.0,-36.9,6.4,3.0
COc1ccccc1NC(C)C(=O)N/N=C/c1ccccc1OCc1cccc(Br)c1 (stereo not drawn),10.0,1.0,-11.0,-25.9,17.0[fluorescence artefact?],6.0,6.2,7.0,-9.6

High-throughput results: PubChem BioAssay, several laboratories
